Source: PubChem (National Center for Advancing Translational Sciences (NCATS))
Lipid storage S3: qHTS Assay for Lipid Storage Modulators in Drosophila S3 Cells. Drosophila S3 cells, BODIPY lipid droplet fluorescence, 18-24 h; cells fed with added oleic acid. 0.64% of 320,000 active. lipid storage change, negative = inhibition, % at the top dose, mostly 46.1 µM; hits show Potency in µM; active = well fitted inhibition curve with a large enough effect in the signal ratio, with a control signal flat, not every such curve was filed as active; inconclusive = small, poorly fitted or top-dose-only effect, or effect the other way, or a change in a side signal; the % refers to the signal ratio
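Drosophila S3 cells got compounds at several concentrations plus oleic acid (400 uM solution). Laser-scanning cytometry with 488 nm excitation read lipid droplets at 500-530 nm and cells at 575-640 nm. Percent activity was relative to 20 uM Triacsin C.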
Lipid storage S3 cell count max: recorded beside Lipid storage S3, whose call it bears; cell number change, %; measured here: cell count max response;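 cells counted by Cell Tracker Red CMTPX staining in the red channel; peak over a dose series mostly up to 46.1 µM; percent activity relative to internal control wells on each plate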
Numbers without * were called inactive; i = inactive; ? = inconclusive; / = not tested or not shown. % is set by controls: 0 for no effect and ±100 for the full control effect; potency is the fitted concentration of half-maximal effect. A portion of the library; rates above refer to the full screens.

SMILES	Lipid storage S3	Lipid storage S3 cell count max
O=C(O)c1ccc(N2CCN(Cc3ccc4c(c3)OCO4)CC2)c([N+](=O)[O-])c1	?	/
Cc1ccccc1CN1CCN(Cc2cc(=O)c3ccccc3[nH]2)CC1CCO (stereo not drawn)	?	/
Cc1ccnc(N/C=C(/NC(=O)c2ccccc2)C(=O)NN)n1	?	/
C=CCc1cccc(CNc2nc3ccccc3n2CC)c1O	i	-25
Cc1cccc(-c2ccc3ncnc(NCc4cc(C)cs4)c3c2)c1	-4%	9
CCOC(=O)N1CCC(NC(=O)CC2C(=O)NCCN2Cc2ccccc2F)CC1 (stereo not drawn)	-21%	/
O=C(COC(=O)Cn1cnc2ccccc2c1=O)Nc1ccccc1Sc1ccc(Cl)cc1	19%	3
CCNCC(=O)Nc1c(C)cccc1C	?	/
COc1cc2c(C(=O)Nc3ccccc3F)cn(C)c(=O)c2cc1OC	-2%	4
Cc1ccc2c(c1)n([O-])c1c([n+]2=O)CCCC1	0%	-10
CN(C)CCCN(C(=O)c1ccc(S(=O)(=O)N2CCCC2)cc1)c1nc2c(F)cc(F)cc2s1	?	/
CCCCNC(=O)c1ccccc1NS(=O)(=O)c1ccc2c(c1)OCCO2	?	/
Cc1ccc(Sc2nc3ccc(C)cn3c(=O)c2/C=N/O)cc1	?	/
CCn1ncc([N+](=O)[O-])c1C(=O)Nc1c(C)cccc1C	?	/
CCOC(=O)c1c(C)[nH]c(C(=O)COC(=O)c2ccc(O)cc2O)c1C	8%	14
Cc1cc(/C(O)=C2\C(=O)C(=O)N(CCN(C)C)C2c2ccncc2)ccc1OCc1ccccc1 (stereo not drawn)	12%	/
Cc1cc(C)nc(NC2=NCC(=O)N2CCc2c[nH]c3ccccc23)n1	-13%	-4
Cc1ccc(NC(=O)c2ccccc2Cl)cc1-n1cnnn1	-17%	-5
COc1cc(CCCN2C(=O)C(=O)NC[C@@H]2CC2CCCCC2)cc(OC)c1OC	?	/
O=C(Nc1ccc(F)cc1)Nc1ccc(N2CCOCC2)c2nonc12	?	/

6 of the compounds above, as comma-separated lines.
compound,Lipid storage S3,Lipid storage S3 cell count max
Cc1ccc(Sc2nc3ccc(C)cn3c(=O)c2/C=N/O)cc1,?,/
CCn1ncc([N+](=O)[O-])c1C(=O)Nc1c(C)cccc1C,?,/
CCOC(=O)c1c(C)[nH]c(C(=O)COC(=O)c2ccc(O)cc2O)c1C,8%,14
Cc1cc(/C(O)=C2\C(=O)C(=O)N(CCN(C)C)C2c2ccncc2)ccc1OCc1ccccc1 (stereo not drawn),12%,/
Cc1cc(C)nc(NC2=NCC(=O)N2CCc2c[nH]c3ccccc23)n1,-13%,-4
Cc1ccc(NC(=O)c2ccccc2Cl)cc1-n1cnnn1,-17%,-5

Following part:
SMILES	Lipid storage S3	Lipid storage S3 cell count max
CCOc1ccc(NC(C)C(=O)N/N=C/c2ccc([N+](=O)[O-])cc2)cc1 (stereo not drawn)	?	/
O=C(NCCN1CCN(c2ccccc2)CC1)Nc1cccc(Cl)c1	?	/
O=C(CN(c1ccccn1)S(=O)(=O)c1ccccc1)N/N=C/c1cccc([N+](=O)[O-])c1	10%	14
CC1=NN(Cc2cc(C(C)(C)C)c(O)c(C(C)(C)C)c2)C(=O)C1	16µM*	-28*
O=C(Nc1ccc(-c2cn3ccccc3n2)cc1)c1cccs1	?	/
CC(=O)Nc1ccc(S(=O)(=O)NCCSCc2cccc(Cl)c2)cc1	?	/
Cc1cc([N+](=O)[O-])c(-c2ccc(/C=N/n3cnnc3)o2)cc1Cl	-16%	-13
Cc1ccc(-c2cc(C(=O)Nc3ccc(S(=O)(=O)Nc4nc(C)cc(C)n4)cc3)c3ccccc3n2)cc1	?	/
COc1cc(C(=O)NCC(c2cccnc2)N2CCN(c3ccc(F)cc3)CC2)cc(OC)c1OC (stereo not drawn)	7%	1
COc1ccc(N2CCN(C(=O)c3cc([N+](=O)[O-])ccc3N3CCN(CCO)CC3)CC2)cc1	?	/
Cc1ccc(NC(=O)c2cc(=O)c3ccccc3o2)cc1	?	/
CCOc1ccc2c(c1)-c1c(ssc1=S)C(C)(C)N2C(=O)c1ccco1	?	/
CC(=O)c1ccc2c3c(cccc13)C(=O)N(c1c(C)nn(C)c1C)C2=O	i	/
CC(C)=CC(=O)Nc1nc2ccc([N+](=O)[O-])cc2s1	?	/
CNC(=S)N(Cc1ccccc1)Cc1cccnc1	13%	16
CCCn1nnnc1NC(=O)COc1ccc(Cl)cc1C	1%	4
O=C(O)Cn1cc(/C=C/[N+](=O)[O-])c2ccccc21	?	/
Cc1cccc(OCC(=O)Nc2nc3ccc([N+](=O)[O-])cc3s2)c1C	-18%	/
C=CCN(C(=O)Nc1ccccc1)C1CC(=O)N(c2ccc(OC)cc2)C1=O (stereo not drawn)	?	/
O=C(Nc1cccnc1)c1cc(-c2ccco2)on1	-21%	1
O=C(N/N=C/c1ccc2cccnc2c1)c1ccco1	3%	10
COc1ccc(CCNC(=O)C(NS(=O)(=O)c2ccc3c(c2)CCN3C(C)=O)C(C)C)cc1OC (stereo not drawn)	?	/
O=C1/C(=C/c2cccnc2)Oc2cc(OS(=O)(=O)c3ccccc3)ccc21	?	/
O=c1nc(/C=C/c2ccc(O)c(O)c2)oc2ccccc12	?	/
CC(C)COP(=O)(OCC(C)C)C(Nc1ccccc1)c1ccc2c(c1)OCO2 (stereo not drawn)	-13%	-13
Cc1cc(C(=O)OCC(=O)c2ccc(Cl)c([N+](=O)[O-])c2)c2cccc(C)c2n1	?	/
COC(=O)CCCC1=CC2=CC(=O)C(C)(OC(=O)c3cccs3)C(=O)C2=CN1c1ccc(OC)cc1 (stereo not drawn)	5%	/
COc1ccc(CNc2nc3c(c(C(F)(F)F)n2)CCCCC3)cc1	?	/
CCCN(C(=O)c1ccc(OCC(C)C)cc1)c1c(N)n(Cc2ccccc2)c(=O)[nH]c1=O	?	/
CCN(CC)CCOC(=O)c1ccc(NC(=O)C2(c3ccccc3)CCCC2)cc1	?	/
COc1ccc(CN(C)CC(=O)NC(=O)Nc2ccccc2F)cc1	?	/
CCn1c(SCC(=O)NCc2cccs2)nc2c1c(=O)n(C)c(=O)n2C	10%	-16
COc1cc(NC(=O)c2sc3nc(C)nc(N4CCOCC4)c3c2C)cc(OC)c1OC	?	/
CCOc1ccc(C2=Nn3c(nnc3-c3ccccn3)SC2)cc1	?	/
OC(c1cc(C(F)(F)F)nc2c(C(F)(F)F)cccc12)C1CCCCN1 (stereo not drawn)	?	/
O=C(C1COc2ccccc2O1)N1CCOCC1 (stereo not drawn)	?	/
CC(C)CNC(=S)NNC(=O)c1nn(C)cc1Cl	5%	-6
O=C(NCc1ccccc1)C(c1c(F)cccc1Cl)N(C(=O)c1csnn1)C1CC1 (stereo not drawn)	?	/
COc1ccc(N2CCN(C3CCCN(C(=O)C4=C(C)OCCO4)C3)CC2)cc1 (stereo not drawn)	i	10
Cc1ccc(S(=O)(=O)CCC(=O)Nc2nccs2)cc1	?	/

Record cards, from the list above. Screens in order: Lipid storage S3	Lipid storage S3 cell count max
Record of CCCCNC(=O)c1ccccc1NS(=O)(=O)c1ccc2c(c1)OCCO2 : ?	/
Record of C=CCc1cccc(CNc2nc3ccccc3n2CC)c1O : i	-25
Record of O=C(NCc1ccccc1)C(c1c(F)cccc1Cl)N(C(=O)c1csnn1)C1CC1 (stereo not drawn) : ?	/

Continued:
SMILES	Lipid storage S3	Lipid storage S3 cell count max
CCn1cc(C(=O)OCc2ccc(F)cc2)c(=O)c2ccc(C)nc21	?	/
COc1ccc(S(=O)(=O)Nc2ccc(-n3cccc3)cc2)cc1	?	/
COc1ccc(/C=C/C(=O)N2CCN(c3ccccn3)CC2)c(OC)c1OC	-4%	5
Cc1[nH]nc2c1C1(CCN(Cc3ccccc3)CC1)C(C#N)=C(N)O2	i	/
Cc1cc(C)nc(SCc2ccc(C(=O)N/N=C3\CC(C)CC(C)(C)C3)cc2)n1 (stereo not drawn)	6%	8
CCCn1c(-c2ccccc2)nc2c(=O)n(C)c(=O)[nH]c21	-1%	-16
COc1c(Cl)cc(Cl)cc1C(=O)Nc1ccc(CN2CCCCC2)cc1	?	/
CCC(C)n1c(SC(C)C#N)nc2ccccc2c1=O (stereo not drawn)	?	/
O=C(CSc1nnnn1-c1cccc2c1CCCC2)NC1CCCC1	-13%	-3
Cc1ccc(C)c(NC(=O)COC(=O)c2nc(Cl)ccc2Cl)c1	?	/
CCOC(=O)Cc1csc(N/N=C/c2ccccc2)n1	-3%	-22
CC1Cc2nc(SCC(=O)NCC3CCCO3)n(-c3ccc(F)cc3)c(=O)c2S1 (stereo not drawn)	17%	-2
CCCOc1ccccc1C(=O)NC(CO)C(=O)O (stereo not drawn)	?	/
Cc1cccc(C(=O)Nc2ccccc2N2CCN(c3ccc(F)cc3)CC2)c1	?	/
Cc1ccccc1NC(=S)N(C)C1(c2ccccc2Cl)CCCCC1=O (stereo not drawn)	2%	-3
COC(=O)C(C)Sc1nc2c([nH]c3ccccc32)c(=O)n1C (stereo not drawn)	?	/
COc1cccc(-c2ncc3ccccc3c2COC(=O)c2cccc(Br)c2)c1	5%	-11
CCOCCCN1CN(Cc2ccco2)CNC1=S	1%	25
CCCc1nn(C)c2c(=O)[nH]c(-c3cc(S(N)(=O)=O)ccc3OCC)nc12	-3%	16
CC1=NN(c2ccc(C)c(C)c2)C(=O)/C1=C/c1ccc2c(c1)n(C)c(=O)n2C	10%	/
Cc1ccc(-n2ncc3c2CCCC3NC(=O)CCc2cnn(C)c2)cc1C (stereo not drawn)	?	/
COCCNC(=O)CN(C(=O)Cn1nnc2ccccc21)c1cccc(C)c1C	-3%	3
Cc1onc(-c2ccccc2Cl)c1C(=O)OCC(=O)N1CCCc2ccccc21	3%	-9
O=S1(=O)CCC(NC(=S)NCCNC(=S)NC2CCS(=O)(=O)C2)C1 (stereo not drawn)	-6%	7
CCOC(=O)C(C)N1C(=O)S/C(=C\c2ccc(-c3ccccc3C(=O)O)o2)C1=O (stereo not drawn)	?	/
CCOC(=O)/C(C#N)=C/c1cn(CCC(=O)O)nc1-c1ccccc1	-2%	13
Cc1cc(C)nc(SCc2ccc(C(=O)N/N=C/C3CCCCC3)cc2)n1	?	/
COc1ccc(S(=O)(=O)N2CCC(NC(=O)C(Cc3cccc(OC)c3OC)NC(C)=O)CC2)cc1 (stereo not drawn)	0%	-10
NC1=NC(=O)/C(=C/c2cc(Br)c(O)c(Br)c2)S1	24%	/
O=C(Nc1cccc([N+](=O)[O-])c1)N1CCc2ccccc2C1	i	/
Nc1ccc(NC2C[C@@H](C(=O)O)NC2=O)cc1 (stereo partly drawn)	?	/
CC(=O)NC1=C(NC2CCS(=O)(=O)C2)C(=O)c2ccccc2C1=O (stereo not drawn)	?	/
O=C(/C=C/c1cccc(C(F)(F)F)c1)N1CCN(c2ccccn2)CC1	?	/
COc1ccccc1OCCSc1nc2ccc([N+](=O)[O-])cc2s1	?	/
COc1ccc(S(=O)(=O)N(C)c2ccc(C(=O)N3CCOCC3)cc2)cc1	?	/
C=CCN(CC(=O)NCc1ccc(OC)cc1)C(=O)c1csnn1	?	/
Cc1cc(C)c2sc(N(CCCN(C)C)C(=O)COc3ccc(Cl)cc3)nc2c1	?	/
COc1ccccc1COC(=O)CN1C(=O)NC2(CCCCC2C)C1=O (stereo not drawn)	?	/
O=C(CCS(=O)(=O)c1ccccc1)N1CCCc2ccccc21	-4%	18
CCN1C(=O)c2ccccc2Sc2ccc(C(=O)NCCC(C)C)cc21	?	/
COc1ccc(C(=O)N/C(=C\c2ccc(OC)c(OC)c2)C(=O)N2CCCCC2)cc1	?	/
CCOc1ccc(NC(=O)CSc2ccc(-c3ccccn3)nn2)cc1	5%	10
CCCCOc1ccc(-c2c(C(=O)Nc3ccccc3)c(C)[nH]c(=S)c2C#N)cc1	?	/
CSc1cccc(NC(=O)CN(C)S(=O)(=O)c2ccc(C)cc2)c1	?	/
CC(=O)c1ccc(NC(=O)c2ccc(N3CCCC3=O)cc2)cc1	?	/
CCc1ccc2[nH]c(=O)c(C(c3nnnn3Cc3ccco3)N3CCC(C)CC3)cc2c1 (stereo not drawn)	?	/
CCOC(=O)c1c2c([nH]c(=S)c1C#N)CCCC2	14%	-13
COc1ccc(C2c3cc(OC)c(OC)cc3CCN2S(C)(=O)=O)cc1OC (stereo not drawn)	?	/
N#Cc1c(NC(=O)C2CCCO2)sc2c1CCCCCC2 (stereo not drawn)	28%	/
CNC(=O)COC(=O)c1cccc(S(=O)(=O)N2CCN(c3ccc(F)cc3)CC2)c1	-1%	14
N#CCCN(Cc1cccnc1)C(=O)Nc1ccccc1	?	/
COc1cccc(CNCCNC(=O)c2nonc2N)c1	?	/
C=CCNC(=S)Nc1ccc(Cl)cc1	?	/
Cc1nccn1CCOc1ccccc1Cl	?	/
COc1ccc(C(=O)NC(C)CCc2ccccc2)cc1 (stereo not drawn)	i	-20
O=C(c1c(F)cccc1Cl)N1CCN(S(=O)(=O)c2ccc3c(c2)OCCCO3)CC1	7%	7
CCOC(=O)c1ccc(-n2c(CN(CC)CC)nc3ccc([N+](=O)[O-])cc3c2=O)cc1	?	/
COc1ccc(NC(=O)c2ccco2)c(OC)c1	?	/
Cc1ccc2nc(NC(=O)c3ccc(Cn4cc(Cl)cn4)o3)sc2c1	-2%	-3

Part of the list above, with bars between the fields:
canonical_smiles | Lipid storage S3 | Lipid storage S3 cell count max
COc1cccc(CNCCNC(=O)c2nonc2N)c1 | ? | /
COc1ccc(NC(=O)c2ccco2)c(OC)c1 | ? | /
